# High-throughput results from PubChem BioAssay.
# GPR35 antagonists: GPR35 antagonists blocking zaprinast-driven arrestin recruitment, primary screen, imaging, U2OS, beta-arrestin-GFP, zaprinast agonist (AID 2058); hit rate 0.052% among 290,000; U2OS GPR35 beta-arrestin-GFP translocation imaging, zaprinast antagonism; higher % means a stronger effect; inhibition, % at 10 µM, or IC50 in µM where a hit was titrated; G-protein coupled receptor 35 (Homo sapiens);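 active means inhibition of at least 50% with at least 30 cells and total cytoplasm GFP at most 10,000,000; inconclusive means under 30 cells or total GFP of 10,000,000 plus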
# NTR1 agonist: agonists of NTR1, primary screen, imaging, U2OS cells, beta-arrestin-GFP, high content (AID 493036). Neurotensin receptor type 1 (Homo sapiens), P30989. NTR1-U2OS beta-arrestin-GFP spot imaging, agonist mode. activation, % at 20 µM. hit rate 0.17% among 330,000;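 active means activation at or above 40% of the spot to cytoplasm intensity ratio, with at least 20 cells analyzed; inconclusive means wells under 20 cells, flagged as cytotoxic or low count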;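 further: 0% = DMSO without peptide and 100% = 100 nM NTR1 peptide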
# Target sequence (P30989 whole entry, looked up): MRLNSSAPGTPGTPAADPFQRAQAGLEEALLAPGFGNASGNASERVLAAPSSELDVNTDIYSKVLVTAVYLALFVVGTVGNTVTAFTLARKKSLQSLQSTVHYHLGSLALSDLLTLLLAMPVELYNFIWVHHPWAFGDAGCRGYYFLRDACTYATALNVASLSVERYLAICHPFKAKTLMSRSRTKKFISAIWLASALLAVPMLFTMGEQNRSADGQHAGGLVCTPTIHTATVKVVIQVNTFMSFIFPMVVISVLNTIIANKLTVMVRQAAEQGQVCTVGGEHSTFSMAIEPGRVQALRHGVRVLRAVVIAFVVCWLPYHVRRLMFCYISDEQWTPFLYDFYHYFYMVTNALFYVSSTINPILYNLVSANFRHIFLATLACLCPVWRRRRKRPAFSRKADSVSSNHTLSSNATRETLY
# LYP inhibition: inhibitors of LYP phosphatase, biochemical, fluorescence intensity, uHTS (AID 1779); Tyrosine-protein phosphatase non-receptor type 22 (Homo sapiens); recombinant LYP phosphatase, fluorescence intensity; higher % means a stronger effect; inhibition, % at 11.5 µM, or IC50 in µM where a hit was titrated; hit rate 0.054% among 290,000; in the data active means inhibition above about 50%;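 further: plate controls were vehicle with enzyme for no effect and no enzyme for full effect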
# WT yeast gro inh: growth inhibition of WT strain, primary screen, mitochondrial fusion inhibitor project, WT and mutant strains, chemical genetic. inhibition, % at 10 µM. mitochondrial fusion phenotypic screen. hit rate 2.1% among 190,000; in the data active means inhibition above about 58%; tested in S. cerevisiae
# K1F lysis inhibition: inhibition of K1F phage lysis, E. coli UTI89, bacterial capsule biogenesis inhibitors, alamar blue (AID 488966); E. coli UTI89 K1F phage lysis, alamar blue, 2 h; higher % means a stronger effect; one-dose inhibition, % at 100 µM; IC50 in µM for titrated hits; hit rate 0.02% among 340,000;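 active means phage lysis inhibition, versus mean bacterial control, above a set limit; inconclusive means no clear call, values can overlap the other calls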;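 further: capsule biogenesis inhibitors block K1F phage lysis so surviving cells raise fluorescence; higher fluorescence means more inhibition of phage lysis; actives were called in the ten point dose series up to 300 µM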
# NS5 inhibitors: Dengue-2 NS5 methyltransferase inhibitors, primary screen, biochemical, confirmation dose response (AID 588689); Genome polyprotein (Dengue virus type 2 (strain 16681-PDK53)); Dengue-2 NS5 methyltransferase capping enzyme assay, biochemical; higher % means a stronger effect; inhibition, % at 25 µM; hits with a dose series show IC50 in µM; hit rate 0.3% among 340,000; in the data active means a potency from the dose series; inconclusive means inhibition above about 29% without an active follow-up result
# Autophagy mod: autophagy modulators in MEF cells, primary screen, imaging, high-content, MEF GFP-LC3 | MEF GFP-LC3 puncta imaging; test concentration mostly 10 µM | calls only at 10 µM (by protocol) | hit rate 0.98% among 190,000;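 active means percentage of spot-positive cells more than 3 SD above its plate mean, without a fluorescence outlier flag or 80% toxicity; inconclusive means no clear call, values can overlap the other calls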;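 further: spot-positive cell cutoff set from DMSO-treated cells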
# AID2073: inhibitors of Mint1-CaV2.2 protein interaction, biochemical, HTRF (AID 2073); one-dose inhibition, % at 20 µM; IC50 in µM for titrated hits; HTRF protein-protein interaction, Mint1-CaV2.2; higher % means a stronger effect; hit rate 0.19% among 290,000; in the data active means inhibition mostly above about 51%, no sharp cut-off; inconclusive means no clear call, values can overlap the other calls; inactive means mostly below about 53%; further: some results filed as inactive read as strong as hits
# RSV antiviral HEp-2: RSV antiviral activity via CPE protection, HEp-2 cells, primary 10 µM value included (AID 2391) | HEp-2 cells, RSV-induced CPE inhibition; higher % means a stronger effect | CPE inhibition, % at 10 µM; hits with a dose series show IC50 in µM | hit rate 0.13% among 310,000; in the data active means a potency from the dose series; inconclusive means CPE inhibition mostly from about 23% at the one dose, without a potency; inactive means the rest, 99 in 100 with CPE inhibition below about 21%; further: strong numbers were not always called active
# WT yeast gro inh mutant strain: further read-out of WT yeast gro inh, marked with its call; inhibition, %; mitochondrial fusion phenotypic screen, mutant strain inhibition
# Autophagy mod cell loss 18 h: second read-out of Autophagy mod, no call of its own (marks repeat the call); toxicity, %; measured here: cell loss, nuclei count;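 cell loss after 18 h compound exposure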
# NTR1 agonist cell count 20 µM: second read-out of NTR1 agonist, no call of its own (marks repeat the call); cell count; measured here: cell count, cytotoxicity flag
# NS5 inhibitors pilot replicate: second read-out of NS5 inhibitors, no call of its own (marks repeat the call); inhibition, %; measured here: pilot screen replicate inhibition
# Numbers without * were called inactive; i = inactive; u = inconclusive; x = no result given; [ ] = another dose, or the depositor's remark.
SMILES,GPR35 antagonists,NTR1 agonist,NTR1 agonist cell count 20 µM,LYP inhibition,WT yeast gro inh,WT yeast gro inh mutant strain,K1F lysis inhibition,NS5 inhibitors,Autophagy mod,Autophagy mod cell loss 18 h,AID2073,RSV antiviral HEp-2,others
Fc1cccc(CN2CCCCCCC2)c1,24%,3.1,81,-12%,-5,-7,0.8%,0%,i,30,0%,0.8%,
COc1ccc(C2C3=C(CC(C)(C)CC3=O)Nc3n[nH]c(C)c32)cc1 (stereo not given),16%,-0.2,45,0%,7,-1,0.0%,-2%,i,-2,17%,-1.5%,
CCOc1cc(N2CCOCC2)c(OCC)cc1NC(=O)COC(=O)COc1cc(C)cc(C)c1,x,-0.3,65,x,x,x,1.6%[50 µM],-3%,x,x,x,-1.7%,
COc1cc(O)c(C(CCN2CCOCC2)c2ccc(N(C)C)cc2)c(OC)c1 (stereo not given),-4%,0.6,91,-6%,x,x,-0.9%,6%,x,x,-10%,-0.8%,
COc1ccc(-n2c(CNC(=O)COc3ccc(Cl)cc3Cl)n[nH]c2=S)cc1,-8%,-0.4,50,2%,-2,0,-0.5%,2%,i,0,-9%,0.8%,
CCOc1cc(C2C(C(=O)OC)=CN(Cc3ccc(Cl)cc3)C=C2C(=O)OC)ccc1O,-2%,0.2,91,-3%,x,x,0.3%[50 µM],-1%,x,x,2%,14%,
N#CC1=C(N)N2C(=C(C#N)C1c1ccc(Br)cc1)Nc1ccccc12 (stereo not given),2%,11,68,-5%,22,5,x,x,i,-9,32%,-0.8%,
CCOC(=O)Cn1cnc2scc(-c3ccc(C)c(C)c3)c2c1=O,9%,1.5,54,-14%,x,x,0.4%,-3%,x,x,10%,1.0%,
CCOC(=O)c1[nH]c2ccccc2c1NC(=O)CN(C)C,-8%,-0.9,53,-3%,-5,-5,0.2%,-1%,i,1,9%,1.7%,
O=C(CCC(=O)c1ccc(F)cc1)OCc1nnc(-c2ccc([N+](=O)[O-])cc2)o1,x,-0.3,49,x,x,x,1.0%[50 µM],-7%,x,x,x,0.8%,
Cc1cc(C)n(CCCNC(=O)CN(C)S(=O)(=O)c2ccc(Cl)cc2)n1,x,0.2,58,x,x,x,-0.5%,-7%,x,x,x,-0.9%,
Cc1cccc(-n2c(SCC(=O)N(C)C3CCS(=O)(=O)C3)nc3ccccc3c2=O)c1C (stereo not given),x,2.2,67,x,x,x,1.2%[50 µM],-6%,x,x,x,-1.9%,
c1ccc2sc(NC3=NCN(C4CCCCCC4)CN3)nc2c1,-14%,6.7,55,-9%,4,17,-6.2%,-5%,i,7,-7%,-0.4%,
O=S(=O)(Nc1ccc(-c2nc3cccnc3s2)cc1)c1cccs1,2%,3.5,55,-5%,8,-2,1.0%,-2%,i,1,u,1.6%,
O=C(CSc1ccc(F)cc1)NNC(=O)c1ccccc1Br,5%,-2.0,45,0%,x,x,0.1%,6%,x,x,7%,1.9%,
CCOC(=O)CSc1ccc2nnc(-c3ccncc3)n2n1,7%,-1.7,85,-2%,-2,2,9.7%,-3%,i,0,3%,1.3%,
Cc1cccc(N2CCN(C(=O)COc3cc4oc(=O)cc(C)c4cc3Cl)CC2)c1C,6%,6.9,52,-6%,x,x,0.3%,-4%,x,x,26%,5.9%,
Cc1cc2nc(C(C)(C)C)cc(N)n2n1,7%,0.7,46,-2%,-11,2,0.2%,-6%,i,-4,11%,-0.4%,
Cc1ccsc1/C=N/NC(=O)c1ccco1,0%,1.0,67,-3%,4,8,-4.0%,-2%,i,5,3%,0.8%,
O=C(Nc1cc(S(=O)(=O)N2CCOCC2)ccc1N1CCCC1)C1CC1,17%,1.4,48,-6%,-15,-2,0.0%,0%,i,-6,-6%,-1.2%,
O=C(c1ccc2c(=O)n(Cc3ccc(Cl)cc3)c(=S)[nH]c2c1)N1CCCC1,-9%,2.0,54,-7%,x,x,0.4%,-1%,x,x,-20%,-0.6%,
C#CCNC(=O)C1=C[C@@H](c2ccc(C#C)cc2)[C@H](CCCO)[C@@H](OCC)O1,-5%,0.3,54,-4%,-2,-3,3.9%,-8%,i,12,12%,1.3%,
c1ccc2c(c1)CC1(CCCCC1)n1nnnc1-2,-7%,1.5,58,-3%,-13,-5,0.0%,-8%,i,4,-8%,16%,
CN(C)c1nc(N)c(C(=O)N=C(N)N)nc1Cl,x,0.1,69,x,x,x,3.9%,1%,x,x,x,0.4%,
CCc1noc(C)c1C(=O)NCCc1ccc(Cl)cc1,x,-2.1,62,x,x,x,1.1%[50 µM],4%,x,x,x,0.4%,

# Pulled one by one from the list above (2):
SMILES,GPR35 antagonists,NTR1 agonist,NTR1 agonist cell count 20 µM,LYP inhibition,WT yeast gro inh,WT yeast gro inh mutant strain,K1F lysis inhibition,NS5 inhibitors,Autophagy mod,Autophagy mod cell loss 18 h,AID2073,RSV antiviral HEp-2,others
CCOC(=O)c1[nH]c2ccccc2c1NC(=O)CN(C)C,-8%,-0.9,53,-3%,-5,-5,0.2%,-1%,i,1,9%,1.7%,
CN(C)c1nc(N)c(C(=O)N=C(N)N)nc1Cl,x,0.1,69,x,x,x,3.9%,1%,x,x,x,0.4%,

# The listing continues.
SMILES,GPR35 antagonists,NTR1 agonist,NTR1 agonist cell count 20 µM,LYP inhibition,WT yeast gro inh,WT yeast gro inh mutant strain,K1F lysis inhibition,NS5 inhibitors,Autophagy mod,Autophagy mod cell loss 18 h,AID2073,RSV antiviral HEp-2,others
COc1ccc(NC(=O)c2ccccc2Cl)cc1NC(=O)CN1CCOCC1,-4%,0.7,30,-3%,15,-11,-0.1%,-7%,i,6,0%,1.0%,
COc1ccc(-c2ccc(=O)n(CC(=O)Nc3ccc4c(c3)OCCO4)n2)cc1,15%,0.3,45,-3%,-1,6,0.8%,-6%,i,9,13%,2.5%,
Cc1nn(C)c(C)c1C1C(C#N)=C(N)Oc2n[nH]c(C)c21 (stereo not given),-11%,0.6,43,-3%,4,1,1.3%[50 µM],-6%,i,-5,2%,1.5%,
CCCCN(C(=O)c1cnc2n(c1=O)CCS2)c1ccccc1,-7%,1.5,59,0%,1,-8,0.4%,-1%,i,-7,4%,0.8%,
CCOC(=O)c1cc(C(=O)OCC)cc(-n2c(C)cc(C(=O)CN3CCOCC3)c2C)c1,-4%,0.3,57,-6%,-1,-12,-0.5%,-1%,i,-6,4%,-0.3%,
COc1ccccc1CC(=O)Nc1cc(C)ccn1,-1%,-0.6,52,-12%,x,x,-2.1%,11%,x,x,8%,0.3%,
CC(C)(C)C(=O)Oc1ccc2cc(-c3ccc4ccccc4n3)c(=O)oc2c1,7%,10,35,-3%,3,27,0.9%,-4%,i,20,13%,u,
Cn1c(SCC(=O)O)nnc1-c1ccc2ncccc2c1,-15%,-0.4,46,-10%,x,x,x,x,x,x,2%,0.2%,
CN1/C(=C\C(=O)C[n+]2ccc(C(=O)c3ccccc3)cc2)C(C)(C)c2ccccc21,0%,-0.5,31,4%,9,-7,0.5%,-26%,i,0,u,9.7%,
CC(=O)c1cccc(NC(=O)N2CCCC2C(=O)Nc2ccc3c(c2)OCCO3)c1 (stereo not given),11%,-0.8,88,-6%,-19,10,0.1%,-5%,i,0,0%,2.9%,
COc1ccc(CNC(=O)c2n[nH]c3ccccc23)cc1OC,-6%,-0.5,57,-1%,10,3,0.0%,-2%,i,3,4%,1.1%,
CCOC(=O)c1sc(=NC(=O)c2ccc(C)cc2)n(C)c1C,-8%,4.4,54,-2%,-44,-13,0.5%,-7%,i,-9,u,2.5%,
O=C(CCCN1C(=O)/C(=C/c2cccs2)SC1=S)Nc1cccc(C(=O)O)c1,8%,1.5,37,-1%,3,-6,-3.5%,1%,i,13,-6%,2.6%,
O=C(COc1ccc2ccccc2c1)N1CCN(C(=O)c2ccc([N+](=O)[O-])cc2)CC1,8%,-0.3,33,-2%,6,8,0.1%,2%,i,16,0%,3.2%,
CN(CC(=O)NC(=O)NCc1ccccc1)CC(=O)Nc1ccc(Cl)c(C(F)(F)F)c1,x,18,49,x,x,x,-1.0%[50 µM],-1%,x,x,x,13%,
CNc1c([N+](=O)[O-])cnn1-c1ccc(Cl)cc1,-4%,-0.8,78,-6%,13,1,0.2%,-3%,i,-24,12%,5.1%,NS5 inhibitors pilot replicate=0.9
COC(=O)CNC(=O)C12CC3(C)CC(C)(CC(C)(C3)C1)C2,17%,0.8,44,-4%,-8,-18,-0.2%,-2%,i,-2,1%,-1.1%,
O=C(Nc1ccc2ccccc2c1)c1onc2c1CCCC2,-8%,3.4,44,0%,11,2,0.1%,5%,i,-23,2%,1.4%,
CC(C)C(=O)Nc1ccc2oc(=O)ccc2c1,13%,-1.7,53,-9%,-7,-9,0.1%,0%,i,-9,16%,2.9%,
COc1cc(/C=C/CO)cc(OC)c1O[C@@H]1O[C@H](CO)[C@@H](O)[C@H](O)[C@H]1O,10%,13,96,-7%,-7,-4,-0.1%,-13%,i,18,-10%,1.7%,
CNC(=S)N(Cc1cccs1)Cc1cc2ccc(OC)cc2[nH]c1=O,-3%,-0.9,46,-2%,-26,1,2.6%,-1%,i,-5,-6%,2.0%,
COc1ccc([C@H]2CC(=O)C=C(c3cccc(C#N)c3)C2)cc1,x,-1.9,19,x,x,x,0.6%,-8%,x,x,x,3.0%,
Nc1nnc(-c2ccncc2)s1,5%,0.5,78,-7%,9,13,0.6%,-8%,i,-42,10%,1.3%,
CCC(=O)N1CCc2cc(Br)cc(S(=O)(=O)NCc3ccco3)c21,1%,-1.0,57,0%,1,3,0.4%,0%,i,11,-11%,1.0%,
C/C(Cl)=C\Cn1c(NCCc2ccccc2)nc2c1c(=O)n(C)c(=O)n2C,3%,5.3,49,-8%,-4,-19,5.0%,-1%,i,-2,-7%,-1.1%,
Cc1ccc(N2C(=O)CC(N3CCN(c4ccc(F)cc4)CC3)C2=O)c(C)c1 (stereo not given),1%,-0.3,52,-11%,x,x,0.1%,-1%,x,x,-2%,2.1%,NS5 inhibitors pilot replicate=1.8
Cc1ccc(N2CCN(C(=O)c3ccccc3Br)CC2)c(C)c1,-10%,2.6,63,-2%,17,10,0.0%,1%,i,8,-6%,u,
CCn1c(=S)sc2c(=O)[nH]c(C)nc21,2%,1.6,80,5%,-1,0,1.0%,-10%,i,2,-4%,0.1%,
Cc1nc(S(=O)(=O)Cc2ccc(Cl)cc2)nc2c1CCC2,10%,4.0,77,-6%,18,10,2.1%,5%,i,7,3%,-1.4%,
O=C(c1cc(-c2ccccc2)nn1-c1ccccc1)N1CCN(S(=O)(=O)c2cccc(F)c2)CC1,x,2.4,73,x,x,x,0.8%[50 µM],-6%,x,x,x,-0.9%,
